High-throughput results as filed in PubChem.
OX1R FRET antag: antagonists of human orexin 1 receptor (OX1R); AID 485270, 2010; Orexin/Hypocretin receptor type 1 (Homo sapiens), O43613; 1.8% of 330,000 active; inhibition, % at 6.6 µM; OX1R-expressing cells, FRET antagonist read-out; in the data active means inhibition mostly above about 38%, no sharp cut-off; inactive means mostly below about 40%;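 further: 0% = agonist challenge alone and 100% = reference antagonist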
Target sequence (O43613 whole entry, looked up): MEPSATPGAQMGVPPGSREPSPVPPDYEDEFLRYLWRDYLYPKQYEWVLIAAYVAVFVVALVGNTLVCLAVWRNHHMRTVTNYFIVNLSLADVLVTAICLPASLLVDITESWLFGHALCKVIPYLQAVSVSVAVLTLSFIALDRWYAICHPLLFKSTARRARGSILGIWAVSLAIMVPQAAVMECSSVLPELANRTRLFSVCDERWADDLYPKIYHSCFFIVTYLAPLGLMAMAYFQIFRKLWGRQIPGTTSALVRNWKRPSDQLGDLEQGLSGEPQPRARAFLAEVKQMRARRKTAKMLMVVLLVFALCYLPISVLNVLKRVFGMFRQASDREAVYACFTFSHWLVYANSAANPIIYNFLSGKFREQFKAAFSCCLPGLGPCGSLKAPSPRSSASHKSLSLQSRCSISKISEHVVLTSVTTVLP
STK33 kinase inh: inhibitors of purified STK33 kinase, primary screen, biochemical, ADP-Glo luminescence, homogeneous, cell-free | MBP phosphorylation | 0.073% of 320,000 active | Serine/threonine-protein kinase 33 (Homo sapiens), Q9BYT3 | AID 2661, 2010 | inhibition, % at 10 µM;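 active means inhibition at or above 25%, using the most active replicate where run in duplicate; inactive means inhibition below 25%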
Target sequence (Q9BYT3 whole entry, looked up): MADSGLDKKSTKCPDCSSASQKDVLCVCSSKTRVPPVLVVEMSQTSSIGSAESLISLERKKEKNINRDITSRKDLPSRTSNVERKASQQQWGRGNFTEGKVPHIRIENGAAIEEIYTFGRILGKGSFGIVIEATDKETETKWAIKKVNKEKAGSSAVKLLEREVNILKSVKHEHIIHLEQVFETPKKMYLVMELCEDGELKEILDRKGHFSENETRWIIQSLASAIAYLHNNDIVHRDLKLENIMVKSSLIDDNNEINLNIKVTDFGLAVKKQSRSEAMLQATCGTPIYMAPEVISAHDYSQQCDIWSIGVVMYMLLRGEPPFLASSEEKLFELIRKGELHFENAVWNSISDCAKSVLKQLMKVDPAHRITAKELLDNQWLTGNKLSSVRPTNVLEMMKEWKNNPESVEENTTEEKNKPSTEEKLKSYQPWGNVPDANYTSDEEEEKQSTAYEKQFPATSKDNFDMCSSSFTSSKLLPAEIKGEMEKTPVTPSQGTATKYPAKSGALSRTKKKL
* hit, by the source's call; nt = no result given. Rows were taken by chance, and some 1.8% of all compounds hit somewhere here.

SMILES	OX1R FRET antag	STK33 kinase inh
COCc1ccc(C(=O)N2CCCC(Nc3ccc(F)c(F)c3)C2)s1 (configuration not stated)	30.7	0.0
O=C(/C=C\c1ccco1)Nc1nc(-c2ccc3ccccc3c2)cs1	43.1	-1.2
Cc1ccc(OCC(=O)NC(=S)Nc2ccc(S(=O)(=O)Nc3cc(C)on3)cc2)c(Br)c1	13.3	-0.4
CC(=O)Nc1ccc(C(=O)Nc2ccc(S(=O)(=O)N3CCCC3)cc2)cc1	7.1	0.6
CCCN1C(=O)SC(CC(=O)Nc2ccccc2C)C1=O (configuration not stated)	7.4	-0.6
Cc1ccc(S(=O)(=O)N2CCCCC2)cc1C(=O)Nc1ccc2cn[nH]c2c1	27.4	1.2
CCc1nn(C(C)C(=O)NC(C)CCc2ccco2)c(=O)c2cc3occc3n12 (configuration not stated)	29.4	-1.2
CCOC(=O)c1ccc(N2CSC3=C(C#N)C(c4ccc(OC)cc4OC)CC(=O)N3C2)cc1 (configuration not stated)	6.9	7.5
O=C(NCCc1ccc2c(c1)OCCO2)c1cc(F)cc(F)c1	42.3	-1.7
N#Cc1cn(-c2ccccc2)nc1-c1ccc2c(c1)OCCO2	11.4	-1.7
COc1cccc(CC(=O)Nc2nc(C)cs2)c1	17.7	-1.2
CCOC(=O)c1c(N2C(=O)C3C4C=CC(C4)C3C2=O)sc2c1CCC(C)C2 (configuration not stated)	14.4	-0.3
CCc1nn(C(C)C(=O)N2CCN(c3ccccc3)CC2)c(=O)c2cc3occc3n12 (configuration not stated)	8.6	-1.4
CCCCNC(=O)Nc1cc(C(=O)OC)ccc1Cl	42.6	1.0
COc1ccccc1NS(=O)(=O)c1ccc(O)c(C(=O)OCC(=O)c2ccc(Cl)cc2Cl)c1	3.0	-1.5
Cc1n[nH]c(=S)n1/N=C/c1ccc(OCc2ccc(Cl)cc2Cl)cc1	16.1	5.5
COc1ccc(C(=O)N2CCCCC2C(=O)Nc2ccc(-n3nc(C)cc3C)cc2)o1 (configuration not stated)	5.6	-0.8
Cc1nc(SC(C(=O)c2ccccc2)c2ccccc2)n[nH]1 (configuration not stated)	8.3	-0.3
O=C(O)Cn1nnc(-c2ccc(OCc3ccccc3Cl)cc2)n1	16.6	0.3
COc1ccccc1NC(=O)c1cccnc1	8.9	-2.2

3 compounds out of the list, ordered by molar mass, ascending:
SMILES	OX1R FRET antag	STK33 kinase inh
Cc1nc(SC(C(=O)c2ccccc2)c2ccccc2)n[nH]1 (configuration not stated)	8.3	-0.3
CCOC(=O)c1c(N2C(=O)C3C4C=CC(C4)C3C2=O)sc2c1CCC(C)C2 (configuration not stated)	14.4	-0.3
CCc1nn(C(C)C(=O)N2CCN(c3ccccc3)CC2)c(=O)c2cc3occc3n12 (configuration not stated)	8.6	-1.4

(list continues)
SMILES	OX1R FRET antag	STK33 kinase inh
COc1ccc(C(=O)n2nc(-c3ccco3)nc2N)cc1	26.0	1.3
CN=C1SC(C(=O)Nc2ccccc2Cl)CC(=O)N1c1ccc(OC(F)(F)Cl)cc1 (configuration not stated)	27.4	-0.5
O=C(CNC(=O)c1ccccc1Br)N/N=C/c1ccc(O)cc1	20.2	1.1
N#Cc1c(NC(=O)c2ccco2)sc2c1CCC2	18.2	-0.3
CCSc1ncnc2c1oc1ccccc12	0.7	-0.5
COc1cc(/C=C\C(=O)Nc2cc(=O)n(C)c(=O)n2C)cc(OC)c1OC	15.2	-0.5
O=C1/C(=C/c2ccc(F)cc2)SC(=S)N1Nc1ncc(C(F)(F)F)cc1Cl	-2.4	-1.3
CC(C)c1ccc2[nH]c(O)c(N=NC(=S)NCCc3ccccc3)c2c1	0.1	-1.5
O=C(C1CCC(=O)N1Cc1cccs1)N1CCOCC1 (configuration not stated)	4.7	-0.8
COc1ccc(NC(=O)CSc2nc3[nH]c(=O)cc(O)c3s2)c(OC)c1	5.1	8.6

A stretch of the results above, for reference:
SMILES	OX1R FRET antag	STK33 kinase inh
CC(C)c1ccc2[nH]c(O)c(N=NC(=S)NCCc3ccccc3)c2c1	0.1	-1.5
O=C(C1CCC(=O)N1Cc1cccs1)N1CCOCC1 (configuration not stated)	4.7	-0.8
COc1ccc(NC(=O)CSc2nc3[nH]c(=O)cc(O)c3s2)c(OC)c1	5.1	8.6

Next results follow:
SMILES	OX1R FRET antag	STK33 kinase inh
CCCN(CCC)S(=O)(=O)c1ccc(C(=O)OCCN2C(=O)c3cccc4c(N5CCOCC5)ccc(c34)C2=O)cc1	11.1	nt
CCOC(=O)C1=CN(CC)S(=O)(=O)NC1c1ccccc1 (configuration not stated)	6.5	nt
Cc1cccc(N(C(=O)c2snc(C(N)=O)c2N)C(C(=O)NC2CCCC2)c2ccncc2)c1 (configuration not stated)	9.7	-0.2
COc1cc(C(C)=O)ccc1OCC(O)Cn1nc(C)c(Br)c1C (configuration not stated)	nt	1.1
Cc1nc2ccccc2c(=O)n1NC(=O)c1ccc([N+](=O)[O-])cc1Cl	71.7	-1.9
CC1(C)C(=O)C2(CCCC2)C(=O)OC1c1ccco1 (configuration not stated)	4.9	-1.6
COc1ccc(NC(=O)NCCc2ccc(Cl)cc2)cc1OC	8.0	-0.5
CC1(C)CC(=O)c2sc(N)nc2C1	3.7	1.3
Cc1cccc([C@@H]2[C@@H]3C(=O)N(Cc4ccccc4)C(=O)[C@@H]3[C@]3(Cc4ccc(Cl)cc4)C(=O)N(c4ccccc4)C(=O)N23)c1	34.8	0.0
C=CCNC(=O)C1=NOC(CNC(=O)c2c(-c3ccccc3Cl)noc2C)C1 (configuration not stated)	33.9	-0.9
COc1ccccc1-c1nnc(SCC(=O)OC(C)C)o1	15.7	-0.3
CC(C)CN(C(=O)CN(C)CC(=O)Nc1ccc(Cl)c(C(F)(F)F)c1)c1c(N)n(CC(C)C)c(=O)[nH]c1=O	8.5	0.3
CC(=O)NCC1=C(NC(C)=O)C2CC1C(C)(C)C2C (configuration not stated)	6.3	-0.9
COc1ccc(-n2c(=O)[nH]cc(C(=O)Nc3ccccc3)c2=O)cc1	0.0	0.0
O=C(COC(=O)c1ccc2c(c1)OCO2)Nc1ncc(Cl)cc1Cl	1.0	-2.3
COc1ccc(S(=O)(=O)N2CCC[C@H]2C(=O)NC2=NCCS2)cc1	34.0	11.9
O=C(CCc1ccccc1)NNC(=O)c1ccc(Br)cc1	14.3	-1.2
COC(=O)c1cc(NC(=O)c2cc(-c3ccc(C(F)(F)F)cc3)oc2C(F)(F)F)ccc1N1CCOCC1	11.2	-1.5
COc1cc(OC)c(-n2cc(-c3ccc(Cl)cc3)[nH]c2=O)cc1Cl	8.9	-0.8
O=C(CN1C(=O)CCC1=O)Nc1nc2c(F)cc(F)cc2s1	12.0	0.2
NC(=O)c1c(NC(=O)CSc2nc3c(c(C(F)(F)F)n2)CCc2ccccc2-3)sc2c1CCCC2	10.6	-0.7
CC(=O)OC1COC(N2CCc3cc(Br)c([N+](=O)[O-])cc32)C(OC(C)=O)C1OC(C)=O (configuration not stated)	31.6	-1.5
Cc1ccc(N2C(=O)CN(Cc3cccs3)C2=S)cc1C	2.4	-0.5
Cc1ccsc1C(=O)OCC(=O)N1CCN(c2ccccc2)CC1	12.8	-3.2
Cc1cccc(C(=O)NCC(c2cccs2)N2CCOCC2)c1 (configuration not stated)	13.0	nt
COc1ccc(N(C)C(=O)c2cnc(N3CCN(c4ncccn4)CC3)c3ccccc23)cc1	14.9	-2.7
O=C(Cn1nc(-c2ccccc2)ccc1=O)N1CCCCC1	22.9	-1.3
Cc1ccc(CN2CCN(Cc3ccc4ncccc4c3)CC2CCO)cc1 (configuration not stated)	9.4	0.5
Cn1ccnc1Sc1ccc(C(N)=O)cc1[N+](=O)[O-]	93.7*	0.9
Cc1cc(NC(=O)COc2coc(CN3CCN(c4ccccc4)CC3)cc2=O)no1	5.5	0.3

Filtered by structure, the entries above with a nitro group on carbon.
SMILES	OX1R FRET antag	STK33 kinase inh
Cc1nc2ccccc2c(=O)n1NC(=O)c1ccc([N+](=O)[O-])cc1Cl	71.7	-1.9
CC(=O)OC1COC(N2CCc3cc(Br)c([N+](=O)[O-])cc32)C(OC(C)=O)C1OC(C)=O (configuration not stated)	31.6	-1.5
Cn1ccnc1Sc1ccc(C(N)=O)cc1[N+](=O)[O-]	93.7*	0.9

The main list resumes, starting 5 compounds before the break.
SMILES	OX1R FRET antag	STK33 kinase inh
COc1ccc(N(C)C(=O)c2cnc(N3CCN(c4ncccn4)CC3)c3ccccc23)cc1	14.9	-2.7
O=C(Cn1nc(-c2ccccc2)ccc1=O)N1CCCCC1	22.9	-1.3
Cc1ccc(CN2CCN(Cc3ccc4ncccc4c3)CC2CCO)cc1 (configuration not stated)	9.4	0.5
Cn1ccnc1Sc1ccc(C(N)=O)cc1[N+](=O)[O-]	93.7*	0.9
Cc1cc(NC(=O)COc2coc(CN3CCN(c4ccccc4)CC3)cc2=O)no1	5.5	0.3
Cn1c(SCC(=O)NCc2ccco2)nnc1-c1ccc(S(=O)(=O)N2CCOCC2)cc1	2.1	-1.3
Cc1cc(N)nc2nc(C(F)(F)F)nn12	26.6	0.5
CNc1nc(C)c(C#N)cc1C(C)=O	10.8	-2.2
CC(=O)Nc1ccc(NC(=O)c2c(C)nc3ccccn23)cc1	19.7	-1.3
O=C(NCCCCNC(=O)c1cccnc1Cl)c1cccnc1Cl	1.0	0.5
COCCNC(=O)CSc1nc2ccc(N3CCOCC3)cc2c(=O)n1CCc1ccccc1	12.2	1.4
CC[C@]12c3[nH]c4cc(CCC(=O)N(C)C)ccc4c3CCN1C(=O)[C@@H](CC(=O)NC/C=C(\C)CCC=C(C)C)C[C@@H]2C(=O)N1CCN(C(=O)c2ccco2)CC1	7.9	nt
Cc1ccc(CNC(=O)Cn2ccc(NC(=O)OCc3ccccc3)nc2=O)o1	1.1	-0.5
O=C(CN1C(=O)C2CC=CCC2C1=O)Nc1ccccc1N1CCCC1 (configuration not stated)	10.7	-0.4
O=C(Nc1ccccc1C(=O)O)c1ccc(N2C(=O)C3CC=CCC3C2=O)cc1 (configuration not stated)	-0.5	-1.4
O=C(COC(=O)c1cccc(-n2cnnn2)c1)c1ccc(F)cc1	11.3	0.2
CC(=O)NC(Cc1ccccc1)C(=O)NC(Cc1ccccc1)C(=O)O (configuration not stated)	-0.9	-1.0
O=C1CCC(=O)N1CN(C(=O)c1ccco1)c1ccccc1	27.5	0.3
CCOC(=O)c1cc(NC(=O)Cc2ccc(S(=O)(=O)N3CCOCC3)s2)cc(C(=O)OCC)c1	24.5	-0.9
O=C1N[C@H]2CC=C[C@H]2Nc2ccccc21	6.7	nt
CN(C)c1ccc(C2CNC(c3ccc(Cl)c([N+](=O)[O-])c3)c3[nH]c4ccccc4c32)cc1 (configuration not stated)	31.1	-1.5
CCCC(=O)c1cc(F)c(N2CCN(CCC#N)CC2)cc1C	22.5	-0.9
CCCCn1nc(C(=O)N2CCN(S(=O)(=O)c3ccccc3)CC2)c2ccccc2c1=O	20.8	-1.1
CCOC(=O)c1sc(C)c2c(=O)n(CCc3ccccc3)nnc12	20.9	0.6
CC1CCN(CCCNC(=O)C2CCN(S(=O)(=O)N3CCCCC3)CC2)CC1	16.5	-2.6
COC(=O)c1ccccc1S(=O)(=O)NC(=O)c1ccccc1	10.1	0.1
CCOc1cc(/C=C2/SC(=S)N(Cc3ccccc3)C2=O)ccc1O	3.4	2.2
COc1ccccc1NC(=O)C1CCC(CNc2c(N3CCCCC3)c(=O)c2=O)CC1 (configuration not stated)	8.8	-0.2
COc1ccc(NC(=O)Cn2nnc(-c3ccccc3NC(=O)c3cccs3)n2)cc1	10.2	-1.1
COC(=O)c1ccccc1NC(=O)CSc1nncn1-c1cccnc1	17.3	-0.5
Cc1ccc(S(=O)(=O)N2CCN(C(=O)CSc3nc4ccccc4c(=O)[nH]3)CC2)c(C)c1	11.3	-1.3
CNC(=O)c1c(NC(=O)c2ccco2)sc2c1CCCC2	35.6	4.5
Cc1ccc(S(=O)(=O)Nc2cccc(C(=O)NCC3(N4CCCCC4)CCCCC3)c2)cc1F	17.4	-0.9
C=CCNC(=O)c1onc(CSc2ccc(F)c(F)c2)c1C(=O)O	30.3	2.8
Cn1ccc(C(=O)OCC(=O)Nc2cccc3ccccc23)n1	-2.0	-0.4
COC(=O)COc1ccc(S(=O)(=O)Nc2ccc3c(c2)OCO3)cc1	3.9	-1.7
Cc1cc2oc(=O)c3c(c2cc1OCc1nn[nH]n1)CCCC3	5.4	0.2
CCCCCC[n+]1c(-c2ccccc2)csc1Nc1ccccc1	8.6	-2.0
CCN1C(=O)/C(=C\c2ccc(F)cc2)N=C1SCC(=O)NCc1ccco1	8.1	-0.8
O=C(Cc1ccc(-c2ccccc2)cc1)NNC(=S)NCc1ccco1	18.0	1.0
O=C1c2cc(Br)ccc2N(Cc2ccc(Br)cc2)S(=O)(=O)C1c1cc(Cl)c(Cl)cc1[N+](=O)[O-] (configuration not stated)	6.3	-0.1
O=C(NC1CCCCCC1)C1CCN(S(=O)(=O)c2cccc3cccnc23)CC1	15.0	0.0
Cc1ccc(-c2ocnc2C(=O)Nc2ccccc2C(=O)N2CCCC2)cc1	9.9	-0.2
CCCNC(=O)Cc1c(O)c2ccccc2[nH]c1=O	10.4	0.1
Cc1ccccc1COc1ccc(/C(O)=C2/C(=O)C(=O)N(CCCn3ccnc3)C2c2ccco2)cc1 (configuration not stated)	-1.1	0.5
O=C(NCCc1ccccc1)c1cnc(Cl)c(Cl)c1	6.1	-0.5
CCC(COC(=O)Nc1ccccc1)NC(=O)OC(C)C (configuration not stated)	18.3	1.1
O=C(Nc1ccccc1F)c1ccc(-c2cccc([N+](=O)[O-])c2)o1	64.1*	-1.3
COc1cc(C(=O)OCC(=O)NC(C)CCc2ccccc2)cc(OC)c1OC (configuration not stated)	13.8	-1.9
CC(Cc1cccs1)NC(=O)Nc1ccc(Cl)c(Cl)c1 (configuration not stated)	49.0*	8.6
Clc1ccc(Cc2ccccc2)nn1	13.5	-1.8
CCc1ccc2[nH]c(O)c(N=Nc3nc(-c4ccccc4)cs3)c2c1	7.3	-0.5
CCOc1ccc(NC(=O)CN(C)CC(=O)Nc2ccc(F)c(F)c2F)cc1OCC	14.2	-0.6
